High-throughput results as filed in PubChem BioAssay.
ER stress surv: protection against thapsigargin ER stress killing – CSM14.1 cells, ATP luminescence, primary screen; 48,000 compounds, 0.33% hits; AID 1010, 2008; relative survival (cellular ATP), % at 15 µg/mL (by protocol); CSM14.1 thapsigargin ER stress survival;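 active = survival measured by cellular ATP above 50% at 15 µg/ml in the first screen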;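 also: cell death triggered by about 15 µM thapsigargin; ATP read 24 h after thapsigargin was added; plate controls were thapsigargin with DMSO for no effect and DMSO without thapsigargin for full effect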
The depositor's hits bear a star.

1. CCOP(=O)(OCC)C1(O)C(=O)Nc2ccc(Br)cc21 (centres undefined)
- ER stress surv = 1

2. CCCC1C(=O)NC(=S)N(c2ccccc2)C1=O (centres undefined)
- ER stress surv = 9

3. O=c1c2ccccc2[nH]c(=S)n1-c1ccccc1
- ER stress surv = 8

4. Cc1ccc(N2C(=O)NC(=O)/C(=C\c3ccccc3OCc3ccc(C(=O)O)cc3)C2=O)cc1
- ER stress surv = 0

5. O=c1c2ccccc2nc(-c2ccc(Cl)cc2Cl)n1-c1ccc(Br)cn1
- ER stress surv = 4

6. Cc1ccccc1-n1c(-c2cccs2)nc2ccccc2c1=O
- ER stress surv = 3

7. O=Cc1cn(Cc2ccc(Br)cc2)c2ccccc12
- ER stress surv = 6

8. Cc1ccccc1C(=O)Nc1cc(Cl)c([N+](=O)[O-])cc1Cl
- ER stress surv = 0

9. CC1(C)C(=O)N(c2ccccc2)C(=O)N(c2ccccc2)C1=O
- ER stress surv = 4

10. CC12CCC(C/C1=N/O)C(C)(C)N2 (centres undefined)
- ER stress surv = 12

11. Cc1ccc(C=C2C(=O)N(C)C(=O)N(C)C2=O)o1
- ER stress surv = 5

12. O=C1NC(=O)C(=Cc2ccc(-c3ccccc3C(=O)O)o2)C(=O)N1
- ER stress surv = -1

13. O=C(N1CCN(c2ccccc2Cl)CC1)C(O)(c1ccccc1)c1ccccc1
- ER stress surv = -3

14. O=C1NC(=S)NC(=O)C1=Cc1cccc2ccccc12
- ER stress surv = 7

15. Cc1cccc(N2C(=O)NC(=O)C(=Cc3ccco3)C2=O)c1
- ER stress surv = 2

16. CC(C(=O)c1ccc(Cl)cc1Cl)n1cncn1 (centres undefined)
- ER stress surv = 10

17. CCN1C(=O)/C(=C/c2ccc(OC)c3ccccc23)C(=O)NC1=S
- ER stress surv = 6

18. COc1ccc(NC2=NCC(C)S2)cc1 (centres undefined)
- ER stress surv = -4

19. CN1C(=O)NC(=O)/C(=C\c2ccc(OCc3ccc(C(=O)O)cc3)c(Br)c2)C1=O
- ER stress surv = 1

20. COc1cc(CNCCc2c[nH]c3ccccc23)cc(OC)c1O
- ER stress surv = -10

21. O=[N+]([O-])c1nonc1NCn1nnc2ccccc21
- ER stress surv = 7

22. O=C(Nc1ccc(Cl)cc1C(=O)c1ccccc1)c1ccc([N+](=O)[O-])cc1
- ER stress surv = 8

23. CSc1ccc(CN2CCN(C(=O)COc3ccc(Cl)cc3)CC2)cc1
- ER stress surv = 20

24. Cc1cccc(-n2c(CN3C(=O)c4ccccc4C3=O)nc3ccccc3c2=O)n1
- ER stress surv = 0

25. c1ccc2c(CNC34CC5CC(CC(C5)C3)C4)c[nH]c2c1
- ER stress surv = -7

26. CC(C)N1CCN(c2nc3ncnc(N)c3[nH]2)CC1
- ER stress surv = 16

27. CN(C)c1ccc(/C=C2\C(=O)NC(=O)N(c3ccccc3Cl)C2=O)cc1
- ER stress surv = 21

28. CN(C)c1ccc(C=C2C(=O)NC(=S)N(c3ccccc3F)C2=O)cc1
- ER stress surv = -1

29. O=C(CSCc1nc2ccccc2c(=O)n1-c1ccccc1Cl)Nc1ccccc1
- ER stress surv = 14

30. O=C(COc1ccc(Cl)cc1)N1CCN(Cc2cccc([N+](=O)[O-])c2)CC1
- ER stress surv = -15

Structural class: the entries above with four or more nitrogen atoms.
21. O=[N+]([O-])c1nonc1NCn1nnc2ccccc21
- ER stress surv = 7

24. Cc1cccc(-n2c(CN3C(=O)c4ccccc4C3=O)nc3ccccc3c2=O)n1
- ER stress surv = 0

26. CC(C)N1CCN(c2nc3ncnc(N)c3[nH]2)CC1
- ER stress surv = 16

Random excerpt: five entries already listed
27. CN(C)c1ccc(/C=C2\C(=O)NC(=O)N(c3ccccc3Cl)C2=O)cc1
- ER stress surv = 21

24. Cc1cccc(-n2c(CN3C(=O)c4ccccc4C3=O)nc3ccccc3c2=O)n1
- ER stress surv = 0

17. CCN1C(=O)/C(=C/c2ccc(OC)c3ccccc23)C(=O)NC1=S
- ER stress surv = 6

29. O=C(CSCc1nc2ccccc2c(=O)n1-c1ccccc1Cl)Nc1ccccc1
- ER stress surv = 14

20. COc1cc(CNCCc2c[nH]c3ccccc23)cc(OC)c1O
- ER stress surv = -10

The list is partial; rates above refer to the full screens.
